# Screens (PubChem)
# GIRK2 act: activators of NPY4-receptor-primed GIRK2 channels, summary, cell-based, HEK293, thallium flux | G protein-activated inward rectifier potassium channel 2 (Homo sapiens), P48051 | HEK293 GIRK2/NPY4 cells, thallium flux fluorescence | activation (% efficacy), % for hits at 37.5 µM | 34,000 tested, under 10 active | AID 1259324, 2017;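 active = primary screen hit, no activity in plain HEK293 cells, and in GIRK2-only cells above 5% efficacy rising with concentration; inactive = the rest, including fluorescent compounds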;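 note: efficacy is normalized control-subtracted fluorescence 15 s after thallium addition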
# Target sequence (P48051 whole entry, looked up): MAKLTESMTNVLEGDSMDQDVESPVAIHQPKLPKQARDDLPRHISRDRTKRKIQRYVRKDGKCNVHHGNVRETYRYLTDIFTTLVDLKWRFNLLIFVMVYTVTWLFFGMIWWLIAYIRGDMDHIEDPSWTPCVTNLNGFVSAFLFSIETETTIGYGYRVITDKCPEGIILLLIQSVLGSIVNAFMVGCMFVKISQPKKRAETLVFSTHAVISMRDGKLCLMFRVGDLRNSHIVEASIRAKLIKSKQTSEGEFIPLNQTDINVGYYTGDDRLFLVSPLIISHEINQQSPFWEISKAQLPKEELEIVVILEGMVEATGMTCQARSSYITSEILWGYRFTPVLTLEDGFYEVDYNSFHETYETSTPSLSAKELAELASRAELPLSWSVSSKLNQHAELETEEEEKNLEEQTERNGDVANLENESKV
# Calls only; i = inactive.
molecule	GIRK2 act
Cc1ccc(NC(=O)N2CCCC(c3nnc(C)s3)C2)cc1 (stereo not given)	i
O=S(=O)(NCC1(c2ccc(F)cc2)CCOCC1)c1ccccc1Br	i
Cc1nc(NCCNC(=O)Nc2ccc(F)c(Cl)c2)cc(-n2cccn2)n1	i
Cc1ccc(CN2C(=O)CC(N3CCOCC3)C2=O)cc1 (stereo not given)	i
CN(C1CCCCC1)S(=O)(=O)c1cccc2nonc12	i
Cc1cc(-c2nnc(NC(=O)CCSc3ccc(Cl)cc3)o2)nn1C	i
CCOc1ccc2nc(N(CC3CCCO3)C(=O)c3ccnn3C)sc2c1 (stereo not given)	i
O=C(NC1CCCC(O)C1)c1cccc2ccccc12 (stereo not given)	i

# The final three entries of the part above open the next one:
molecule	GIRK2 act
Cc1cc(-c2nnc(NC(=O)CCSc3ccc(Cl)cc3)o2)nn1C	i
CCOc1ccc2nc(N(CC3CCCO3)C(=O)c3ccnn3C)sc2c1 (stereo not given)	i
O=C(NC1CCCC(O)C1)c1cccc2ccccc12 (stereo not given)	i
CC(=O)N1CCN(C(=O)Cc2cc(-c3ccc(F)cc3)on2)CC1	i
COc1ccc(OC)c(S(=O)(=O)Nc2ccc3c(c2)N(C(=O)C(C)(C)C)CC3)c1	i
CC(C)(C)c1ccc(S(=O)(=O)NCCCN2CCOC(c3ccccc3)C2)cc1 (stereo not given)	i
NS(=O)(=O)c1ccc(NC(=S)Nc2ccc(F)cc2)cc1	i
O=C(Nc1nnc(CSc2ccccc2)o1)c1ccccc1	i
COc1ccc(NC(=O)C2CCCCC2)cc1N1CCCC1=O	i
CCC(NCC(O)CN(C)S(=O)(=O)c1ccc(C)cc1)C(=O)O (stereo not given)	i
CC1(C)C2CCC1(C)C(OCC(O)CNC1CCCC1)C2 (stereo not given)	i

# (listing goes on)
molecule	GIRK2 act
CCOc1ccc(S(=O)(=O)NCC2CCN(c3ccccn3)CC2)cc1C	i
COc1ccc(NC(=O)COc2ccc(Cl)cc2)cc1N1CCCCC1=O	i
COc1cn(CC(=O)Nc2ccccc2C)c(CSc2nccc(C)n2)cc1=O	i
COc1ccc(OCC(=O)Nc2ccc(N3CCCC3=O)cc2)cc1	i
C#CCn1c(=NC(=O)c2ccnn2C)sc2cc(SC)ccc21	i
O=C(Cc1cccs1)N1CCc2cc(S(=O)(=O)NC3CCCC3)ccc21	i
O=C(c1ccc[nH]1)N1CCN(C(=O)c2ccco2)CC1	i
COc1cccc(-c2cc(CC(=O)NCc3ccco3)no2)c1	i

# The list continues:
molecule	GIRK2 act
CCOc1ccc(-c2cc(=O)n(CC(=O)Nc3ccccn3)cn2)cc1	i
COc1coc(C(=O)Nc2nc3ccc([N+](=O)[O-])cc3s2)cc1=O	i
COCCN1CCC(CNC(=O)COc2ccc(OC)cc2)CC1	i
COc1ccc(NC(=O)CSc2cc(N3CCCC3)ncn2)c(OC)c1	i
Cc1ccccc1-n1nnnc1SCC(=O)NCc1ccco1	i
O=C(CSc1ccc(NC(=O)c2cccs2)nn1)Nc1ccc2c(c1)OCCO2	i
Cc1[nH]c(=O)[nH]c(=O)c1CC(=O)Nc1ccc(F)c(C(F)(F)F)c1	i
CN(C)C(CNC(=O)C1CCN(S(C)(=O)=O)CC1)c1ccsc1 (stereo not given)	i

# The results go on:
molecule	GIRK2 act
COc1ccc(S(=O)(=O)N2CCCC2CNC(=O)C(=O)NC2CC2)cc1 (stereo not given)	i
O=C1CCS(=O)(=O)N1c1ccc(S(=O)(=O)N2CCN(Cc3ccccc3)CC2)cc1	i
O=C(NCC(F)(F)F)C1CN(C(=O)c2cnccn2)C1	i
CCOc1ccc(S(=O)(=O)NCC2CCN(C3CCCC3)CC2)cc1C	i
CCOc1ccccc1CN1C(=O)C(=O)c2ccc(Cl)c(Cl)c21	i
CC1CN(C)CCN1CC1CCN(C(=O)NC(C)(C)C)CC1 (stereo not given)	i
COc1ccccc1NC(=O)N1CCC(CNC(=O)c2cccc(C#N)c2)CC1	i
CCOCC(=O)NCC(O)Cc1ccccc1 (stereo not given)	i

# The results go on.
molecule	GIRK2 act
COc1ccccc1C(=O)N(CCc1cccs1)c1nc2ccc(S(C)(=O)=O)cc2s1	i
CC(C)(C)n1nc2c(c1-n1cccc1)CN(C(=O)C1CCN(S(C)(=O)=O)CC1)C2	i
CCOc1cccc2sc(N3CCN(C(=O)CCCS(=O)(=O)c4ccccc4)CC3)nc12	i
Cc1ccc(C(=O)N2CCNC(=O)C2C)cc1 (stereo not given)	i
CCOC(=O)N1CCN(/C=C(\C#N)C(=O)NCc2ccc(OC)cc2)CC1	i
O=C(CSc1ccc(NC(=O)c2ccccc2)nn1)Nc1nccs1	i
Cc1cc(C)c2nc(N(CCN3CCOCC3)C(=O)c3cc(C)no3)sc2c1	i
O=C(NCC1CCN(Cc2ccco2)CC1)C(=O)NC1CCCC1	i

# Remaining list, next part:
molecule	GIRK2 act
COc1ccc2c(=O)c(Oc3ccc(C(=O)NCC(C)C)cc3)c(C)oc2c1	i
CS(=O)(=O)N1CCC(CNC(=O)CCc2ccccc2)CC1	i
O=C(NCC#CCN1CCc2ccccc2C1)c1cc(-c2ccccc2)on1	i
CCCCc1ccc(NC(=O)Cn2cc(OC)c(=O)cc2CSc2nc(C)cc(C)n2)cc1	i
COc1ccc(/C=C/C(=O)Nc2ccc(CC(=O)NCC(F)(F)F)cc2)cc1OC	i
C#CCOCC(O)CN1CCN(CCN2C(=O)c3cccc4cccc(c34)C2=O)CC1 (stereo not given)	i
CCOC(=O)c1ccc(Nc2ncnc3c2ncn3CC)cc1	i
COc1ccc(S(=O)(=O)c2cnc(SCC(=O)Nc3cccc(OC)c3)[nH]c2=O)cc1	i

# A draw from above in order of SMILES length, ascending:
molecule	GIRK2 act
CCOC(=O)c1ccc(Nc2ncnc3c2ncn3CC)cc1	i
COc1ccc2c(=O)c(Oc3ccc(C(=O)NCC(C)C)cc3)c(C)oc2c1	i
CCCCc1ccc(NC(=O)Cn2cc(OC)c(=O)cc2CSc2nc(C)cc(C)n2)cc1	i

# Carrying on:
molecule	GIRK2 act
NC(=O)CSc1nc(-c2ccccc2)c(NC(=O)c2cc3ccccc3o2)s1	i
COc1ccc(C2CCN(C(=O)CC3CCCC3)C2)cc1 (stereo not given)	i
O=C(/C=C/c1ccccc1Cl)Nc1ccc([N+](=O)[O-])cc1Br	i
COc1ccc(SCCC(=O)Nc2ccc3sc(C)nc3c2)cc1	i
O=C1CC(NS(=O)(=O)c2ccc(Br)s2)CN1 (stereo not given)	i
Cc1cc(=O)[nH]c(-n2nc(C)c(CCC(=O)N3CCN(C)CC3)c2C)n1	i
CC1CS(=O)(=O)N(c2cccc(C(=O)NCc3ccc4c(c3)OCO4)c2)C1=O (stereo not given)	i
Cc1ccnc(Nc2ccc(N3CCN(C(=O)c4c(F)cccc4Cl)CC3)nn2)c1	i

# The results go on:
molecule	GIRK2 act
CCc1ccc(Oc2cc(N3CCC(C(=O)NCCC4=CCCCC4)CC3)ncn2)cc1	i
COc1ccccc1OCC(=O)Nc1ccc2cn[nH]c2c1	i
COc1ccc(C)cc1NC(=O)c1cncc(Br)c1	i
COc1ccc(S(=O)(=O)N2CCN(Cc3nc(C(C)(C)C)cs3)CC2)cc1	i
Cc1ccc(C)c(NC(=O)C(=O)NCCN2CCOC(c3ccccc3)C2)c1 (stereo not given)	i
O=C(Cc1ccc(F)cc1)NCC#CCN1CCc2ccccc2C1	i
Cc1cc(N2CCN(Cc3ccccc3)CC2)n2nc(C)nc2n1	i
Cc1nc(N2CCN(C(=O)Nc3cc(F)cc(F)c3)CC2)cc(-n2ccnc2)n1	i

# Further records.
molecule	GIRK2 act
Cc1ccc(Oc2ccc(C(=O)Nc3cc(C)on3)cc2)nn1	i
O=C(CCCc1ccccc1)N1CCN(c2ncnc3c2nnn3Cc2ccccc2)CC1	i
COC(=O)C(C)n1c(C)cn2c3c(=O)n(C)c(=O)n(C)c3nc12 (stereo not given)	i
COc1ccc(NC(=O)Nc2cccc(-c3ccc(N4CCOCC4)nn3)c2)cc1OC	i
O=C1CCCN1c1ccc(NS(=O)(=O)c2ccc(F)cc2F)cc1	i
CCn1nc(C)cc1C(=O)Nc1cccc(Cl)c1Cl	i
CC(C)(C)n1ncc2c(=O)n(NC(=O)c3cc4ccccc4o3)cnc21	i
NC(=O)c1ccccc1NC(=O)C1CCN(c2ccc(-c3ccc(Cl)cc3)nn2)CC1	i

# The results go on.
molecule	GIRK2 act
COc1cccc(-c2nnc3ccc(OCCNC(=O)Nc4cccc(C)c4)nn23)c1	i
CC1CCc2cc(F)ccc2N1C(=O)Cc1cc(-c2ccc(F)cc2)on1 (stereo not given)	i
CN(C)C(CNC(=O)C(=O)Nc1nccs1)c1ccco1 (stereo not given)	i
CCC(=O)NCCn1nc(-c2cccs2)n(C)c1=O	i
CC(=O)Nc1cccc(NC(=O)CCN2C(=O)c3ccccc3S2(=O)=O)c1	i
COc1ccccc1N1CCN(c2nnc(SCC(=O)Nc3ccc4c(c3)OCCO4)s2)CC1	i
CN(C)C(CNC(=O)c1ccc(Br)o1)c1cccs1 (stereo not given)	i
C=CCNC(=O)N1CCN(c2nc3ccc(C)cc3[nH]2)CC1	i

# (listing goes on)
molecule	GIRK2 act
COc1ccccc1Cc1noc(C2CN(C(=O)c3c(F)cccc3Cl)C2)n1	i
O=C(NCC(F)(F)F)C1CCN(C(=O)Cc2cccc3ccccc23)CC1	i
O=c1c(-c2ccccc2)c(C(F)(F)F)oc2c3c(ccc12)OCN(CCCO)C3	i
CCOc1ccccc1-n1nnc(C(=O)Nc2nccs2)c1C	i
CC(C)C(=O)N1CCCc2cc(NC(=O)COc3ccccc3)ccc21	i
COC(=O)c1ccc(S(=O)(=O)NCCN2CCC(c3cccs3)CC2)cc1	i
Cc1noc(C2CN(C(=O)Cn3ccc4ccccc43)C2)n1	i
O=C(Nc1ccc(-c2ccc(=O)[nH]n2)cc1)C1CCCN(c2cc(-n3cccn3)ncn2)C1 (stereo not given)	i

# Other results
molecule	GIRK2 act
Cc1ccc(S(=O)(=O)N2CCCC2C(=O)Nc2cc(C)nn2C(C)C)cc1 (stereo not given)	i
O=C(CN1C(=O)CCC1=O)NCC(O)(c1ccco1)C1CC1 (stereo not given)	i
CCCNC(=O)Cn1nc2c(c1NC(=O)Cc1ccc(-c3ccccc3)cc1)CSC2	i
CCOCC(=O)Nc1cc(-c2ccccc2)nn1CCO	i
Cc1cc(NCCOCCO)n2nc(C(F)(F)F)c(-c3ccccc3)c2n1	i
CCc1nnsc1C(=O)O	i
Cc1noc(C2CN(C(=O)c3ccccc3Br)C2)n1	i
Cc1cc(C(=O)N2CCOCC2)nn1CC(=O)NCC1CCCO1 (stereo not given)	i

# (continued)
molecule	GIRK2 act
O=C(Cc1csc(Nc2cccc(Cl)c2)n1)NCc1ccco1	i
COCCN1CCC(CNC(=O)C(=O)NC2CCCCCC2)CC1	i
CCC(C)c1ccc(Cn2c(CNC(=O)c3ccco3)nc3ccccc32)cc1 (stereo not given)	i
COc1ccc(OC)c(NC(=O)C(=O)NCC2CCN(Cc3ccco3)CC2)c1	i
Cc1nc2ccccn2c(=O)c1NC(=O)C(C)Oc1ccc2c(c1)OCO2 (stereo not given)	i
Cc1c(Cl)cccc1NC(=O)C(=O)NCCc1ccsc1	i
COc1cccc(OCC(=O)Nc2cccc(N3CCCCC3=O)c2)c1	i
COc1ccc(-c2nc3c4cnn(-c5ccc(C)cc5C)c4ncn3n2)c(O)c1	i

# Next section
molecule	GIRK2 act
O=C(Cc1nnc(-c2ccsc2)o1)Nc1ccc(OC(F)(F)F)cc1	i
Cc1cc(C(=O)Nc2nc3ccc(S(C)(=O)=O)cc3s2)n(C(C)C)n1	i
Cc1cc(C)c2c(n1)nn1c(N3CCN(Cc4ccccc4)CC3)cc(C)nc21	i
COc1ccc(C(=O)N2CCC3(CC2)NC(=O)NC3=O)cc1	i
O=C(CCc1csc(NC(=O)c2ccco2)n1)Nc1cccc(Br)c1	i
CC(NC(=O)c1ccc(S(=O)(=O)N2CCOCC2)o1)c1ccccc1 (stereo not given)	i
COc1ccc(CN(c2ccc(OC)cc2)S(=O)(=O)c2ccc3nnc(C)n3c2)cc1	i
COc1ccc(OCC(=O)Nc2cc(C)nn2-c2nc(-c3ccccc3)cs2)cc1	i

# Additional compounds follow.
molecule	GIRK2 act
O=C(/C=C/c1cccs1)NCCn1nc(-c2cccnc2)ccc1=O	i
O=C(NCC1(c2cccs2)CCOCC1)C(=O)Nc1ccc2c(c1)OCCO2	i
O=C(NCCn1nc(-c2cccs2)ccc1=O)Nc1ccc(C(F)(F)F)cc1	i
COc1ccc(CNC(=O)CCc2csc(NC(=O)c3ccc(F)cc3)n2)cc1	i
O=C(COc1ccccc1)NCCN1CCOC(c2ccccc2)C1 (stereo not given)	i
CC(C)CNC(=O)C(=O)NCC1CCN(Cc2ccco2)CC1	i
COc1ccc(S(=O)(=O)NCC(c2ccsc2)N2CCN(C)CC2)cc1Cl (stereo not given)	i
CN1CCN(C(=O)C(=O)Nc2c3c(nn2-c2ccc(F)cc2)CS(=O)(=O)C3)CC1	i

# Some of the entries above in a different format.
> O=C(COc1ccccc1)NCCN1CCOC(c2ccccc2)C1 (stereo not given)
  GIRK2 act: i

> CC(C)CNC(=O)C(=O)NCC1CCN(Cc2ccco2)CC1
  GIRK2 act: i

> COc1ccc(S(=O)(=O)NCC(c2ccsc2)N2CCN(C)CC2)cc1Cl (stereo not given)
  GIRK2 act: i

# The listing continues.
molecule	GIRK2 act
Cn1c(-c2cccs2)nn(CCNC(=O)/C=C/c2ccccc2)c1=O	i
O=C(NCc1cccs1)C1CCCN(C(=O)NC2CC2)C1 (stereo not given)	i
O=C(NCCCc1ccccc1)Nc1ccc(N2CCCS2(=O)=O)cc1	i
Cc1ccc(C(=O)Nc2ccc(SCC(=O)Nc3nc(C)cs3)nn2)cc1	i

# Only part of the results is shown; rates above refer to the full screens.
